From PubChem
HSF1 inh – HSF1 inhibition | NIH3T3-HGL HSE-luciferase, MG132-induced, luminescence 8 h; active compounds read low | activity change, negative = inhibition, % at 7.5 µM (by protocol) | 300,000 tested, 0.77% active;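 active means more than half of replicate wells show activity change below -50%, luminescence cut by over half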;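 further: luciferase reports HSF-1 transcriptional activity via heat shock element; 0% = median of DMSO wells and -100% = zero luminescence signal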
GSK3 alpha inh – inhibitors of human GSK-3 alpha kinase; ADP-Glo luminescence, 60 min; inhibition, % at 10 µM; 320,000 tested, 0.1% active; AID 2650;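 in the data active means inhibition above about 50%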;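 further: GST-tagged GSK-3 alpha with peptide substrate and 25 µM ATP; 0% = DMSO neutral wells and 100% = GW8510 positive control wells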
Target sequence (P49840 whole entry, looked up): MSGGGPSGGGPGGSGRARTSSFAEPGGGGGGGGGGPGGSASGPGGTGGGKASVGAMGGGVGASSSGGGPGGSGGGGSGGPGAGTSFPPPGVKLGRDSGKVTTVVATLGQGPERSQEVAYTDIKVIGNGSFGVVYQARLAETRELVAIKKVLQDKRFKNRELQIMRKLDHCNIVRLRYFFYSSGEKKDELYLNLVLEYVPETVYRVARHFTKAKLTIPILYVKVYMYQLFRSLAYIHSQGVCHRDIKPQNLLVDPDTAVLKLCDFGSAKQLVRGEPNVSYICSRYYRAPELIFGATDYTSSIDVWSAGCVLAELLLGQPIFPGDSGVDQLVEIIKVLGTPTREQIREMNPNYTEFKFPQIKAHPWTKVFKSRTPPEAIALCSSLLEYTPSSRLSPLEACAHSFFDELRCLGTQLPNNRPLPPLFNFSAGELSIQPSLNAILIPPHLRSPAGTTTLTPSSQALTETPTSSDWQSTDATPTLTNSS
GSK3B inh – inhibitors of human GSK3beta kinase; P49841; GST-GSK3beta kinase, ADP-Glo luminescence, 60 min; active compounds read low; activity score (negative = inhibition), % at 10 µM; 300,000 tested, 0.038% active;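 active means more than half of replicate wells score below -50%, meaning over 50% inhibition versus plate controls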;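 further: 0% = median DMSO wells and -100% = median GW8510 positive control wells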
Target sequence (P49841 whole entry, looked up): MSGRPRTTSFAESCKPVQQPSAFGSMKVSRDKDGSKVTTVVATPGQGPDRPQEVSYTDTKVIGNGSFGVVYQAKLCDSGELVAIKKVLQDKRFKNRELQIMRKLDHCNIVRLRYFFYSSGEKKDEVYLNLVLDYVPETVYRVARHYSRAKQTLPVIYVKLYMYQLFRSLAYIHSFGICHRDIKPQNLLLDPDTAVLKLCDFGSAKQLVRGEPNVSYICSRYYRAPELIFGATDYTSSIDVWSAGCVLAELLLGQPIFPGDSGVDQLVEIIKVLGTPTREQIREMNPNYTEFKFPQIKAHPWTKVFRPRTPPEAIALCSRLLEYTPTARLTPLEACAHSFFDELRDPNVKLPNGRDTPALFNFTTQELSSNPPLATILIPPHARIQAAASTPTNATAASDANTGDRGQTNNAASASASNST
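Assay system: GST-fused GSK3beta enzyme, cell-free / Medium: Tris pH 7.5 buffer with MgCl2, DTT, BSA, heparin / Also added: peptide substrate plus 25 µM ATP (final) / Compound: 10 µM single point / Timing: kinase reaction with compound 60 min at room temperature / Detection: ADP-Glo luminescence / Benchmarks: DMSO neutral wells and GW8510 at 20 µM as positive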
Platelet DG rel – platelet dense granule release activity; 300,000 tested, 0.22% active; AID 1663; inhibition, %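 (compounds screened at 7.5 µM in platelet-rich plasma)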; human platelet-rich plasma, SFLLRN dense granule ATP release, luminescence;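 active means mean replicate score, as percent of positive control, at or above 50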
HSP90 refold inh – inhibitors of HSP90 luciferase refolding in rabbit reticulocyte lysate. AID 1789. 290,000 tested, 0.91% active. luciferase refolding luminescence, 3 h. inhibition, % at 5.6 µM;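 active means inhibition above the screen-wide mean plus 3 SD, computed separately per campaign, cut at about 16% in these data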;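 further: 0% = DMSO wells and 100% = 60 µM geldanamycin wells; inhibitors lower the luminescence because luciferase stays unfolded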
IEC-6 tox – counter-screen for KLF5 inhibitors: cytotoxicity in IEC-6 cells | AID 1825 | inhibition, % at 5 µM | IEC-6 cytotoxicity, luminescence viability | 290,000 tested, 0.78% active; in the data active means inhibition above about 22%;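 further: 0% = plate median of test compound wells and 100% = cytotoxic reference compound wells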
HSF-1 act – increases HSF-1 driven luciferase reporter signal | NIH3T3-HGL HSF-1 luciferase reporter, MG132, 8 h; 100% = twice DMSO control signal | activation, % at 9 µM | 300,000 tested, 1.7% active | AID 504408;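 active means mean replicate activation of at least 50% with a set share of replicates each reaching 50%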;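 further: 0% = median of the neutral control wells and 100% = twice that signal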
aSyn 5UTR inh – 5' untranslated region of α-synuclein, MLPCN primary screen | alpha-synuclein 5'UTR reporter, inhibitor activity | inhibition, % (tested at 7.5 µM) | 300,000 tested, 0.82% active | AID 1813; in the data active means inhibition above about 60%;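 further: H4 neuroglioblastoma cells stably carrying SNCA 5'UTR luciferase fusion; 0% = DMSO wells and 100% = positive control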
DYRK1A inh – inhibitors of rat Dyrk1A kinase; ADP-Glo luminescence, NFATc1 peptide; inhibition, % at 12.5 µM; 310,000 tested, 0.43% active; AID 504441; in the data active means inhibition above about 50%;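 further: plate controls were vehicle with enzyme for no effect and no enzyme for full effect; many of its hits are not listed in these tables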
KLF5 inhibitor – kruppel-like factor 5 inhibition. inhibition, % at 5 µM. DLD-1 KLF5 promoter-luciferase reporter, luminescence. 290,000 tested, 0.23% active;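 active means inhibition above a per-plate limit of that plate's mean compound inhibition plus 3 SD, cut at about 60% in these data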;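 further: 0% = DMSO wells and 100% = LY294002 at 200 µM; higher means less KLF5 promoter-driven luciferase light; inactives centre near -14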
* hit, by the source's call; . = not tested or not shown. Some of the compounds tested; count on the stated rates, not on these rows.

SMILES | HSF1 inh | GSK3 alpha inh | GSK3B inh | Platelet DG rel | HSP90 refold inh | IEC-6 tox | HSF-1 act | aSyn 5UTR inh | DYRK1A inh | KLF5 inhibitor
COc1ccc(C)cc1NC(=O)CNC(c1ccccc1)c1ccc(C)cc1 (stereo not drawn) | 1 | -1 | 0 | -2 | 0 | 69* | -6 | 103* | -4 | 52
O=C(CSc1nnc(CNC(=O)c2ccccc2)o1)NCc1ccccc1 | 2 | -1 | -1 | -3 | 1 | 2 | 6 | -5 | -2 | -22
CCOC(=O)N1CCN(Cc2ccc(O)c3ncccc23)CC1 | 9 | -1 | 1 | 6 | 6 | 7 | 0 | 18 | . | 8
CCN(CC)CCNC(=O)Cn1c(-c2ccccn2)nc2ccccc21 | -3 | 1 | -2 | 3 | 1 | -1 | -19 | -8 | 5 | -28
COc1ccc(NC(=O)CN(C)C(=O)C2CC(=O)N(c3ccc4c(c3)OCCO4)C2)cc1 (stereo not drawn) | -8 | -1 | 2 | 5 | . | . | -21 | -6 | . | .
CN1CCN(c2nc(-c3cccnc3)nc3scc(-c4ccccc4)c23)CC1 | -3 | 0 | 1 | 1 | -1 | -3 | -3 | -40 | . | 10
CCN(c1ccc(NC(=O)COC(=O)CCC(=O)c2ccc(F)cc2)cc1)C(C)C | -1 | -1 | 0 | 4 | 2 | 5 | 10 | -11 | -2 | -3
COc1ccc(O)c(C(=O)c2cnc3onc(C)c3c2)c1 | 13 | 2 | 1 | -9 | 0 | 4 | 24 | -7 | -5 | -21
CCCCc1ccc(NC(=O)CSc2nc(=O)n3cc(C)ccc3n2)cc1 | 3 | -1 | 1 | 2 | . | . | -5 | 22 | -11 | .
O=C(Nc1ccc(Cl)cc1)c1ccc2c(c1)OCO2 | 33 | -23 | 0 | 9 | 10 | 5 | 60* | -84 | -3 | -153
CCN(CC(=O)Nc1ccc(NC(C)=O)cc1)C(=O)C1CC(=O)N(Cc2ccc(C)cc2)C1 (stereo not drawn) | -1 | 13 | 0 | -8 | . | . | 4 | 1 | 4 | .
COc1ccc(-c2cc3c(=O)n(CC(=O)N4CCCC4)ncn3n2)cc1 | 1 | -2 | 1 | -1 | -7 | -4 | -6 | 1 | . | -31
CCOC(=O)/C(=C\c1ccc([N+](=O)[O-])cc1)C(=O)c1cc(C(C)=O)c(Nc2ccccc2)s1 | -94* | -1 | 6 | 1 | -1 | 0 | -94 | 21 | 2 | -41
COc1ccc(S(=O)(=O)NCc2ccccc2Cl)cc1OC | -6 | -2 | 2 | 9 | -1 | 0 | -14 | 13 | 0 | -3
CC(=O)c1c(C)[nH]c(C(=O)OCC(=O)Nc2ccc3[nH]c(=O)[nH]c3c2)c1C | 0 | 0 | 0 | -1 | . | . | -13 | 7 | 14 | .
CN1CCN(c2ccc(CNC(=O)c3ccc4c(c3)OCCO4)cc2)CC1 | 1 | -5 | -2 | -7 | 2 | 4 | 3 | -5 | . | -12
O=C(CC1CCCCC1)N=C1SC2CS(=O)(=O)CC2N1c1ccccc1 (stereo not drawn) | -1 | 0 | -1 | 0 | 2 | -5 | 1 | 10 | -6 | -7
O=c1cc2c(n[nH]1)-c1ccccc1CC2 | -5 | -1 | 0 | 3 | 0 | -5 | 3 | 23 | 25 | -40
CNc1cc(C)nc(-n2nc(C)cc2C)n1 | -3 | -2 | 0 | 2 | -2 | -3 | -16 | -14 | -1 | 7
Cc1cc(C)c(S(=O)(=O)NCCc2ccncc2)c(C)c1 | -4 | 0 | 1 | 3 | 0 | -2 | -10 | 3 | 2 | -33

Compounds listed so far that contain a halogen, in the order listed:
SMILES | HSF1 inh | GSK3 alpha inh | GSK3B inh | Platelet DG rel | HSP90 refold inh | IEC-6 tox | HSF-1 act | aSyn 5UTR inh | DYRK1A inh | KLF5 inhibitor
CCN(c1ccc(NC(=O)COC(=O)CCC(=O)c2ccc(F)cc2)cc1)C(C)C | -1 | -1 | 0 | 4 | 2 | 5 | 10 | -11 | -2 | -3
O=C(Nc1ccc(Cl)cc1)c1ccc2c(c1)OCO2 | 33 | -23 | 0 | 9 | 10 | 5 | 60* | -84 | -3 | -153
COc1ccc(S(=O)(=O)NCc2ccccc2Cl)cc1OC | -6 | -2 | 2 | 9 | -1 | 0 | -14 | 13 | 0 | -3

(listing goes on)
SMILES | HSF1 inh | GSK3 alpha inh | GSK3B inh | Platelet DG rel | HSP90 refold inh | IEC-6 tox | HSF-1 act | aSyn 5UTR inh | DYRK1A inh | KLF5 inhibitor
CCOc1ccc(NC(=O)CSc2nnc(N)s2)c([N+](=O)[O-])c1 | 6 | 1 | 2 | -4 | -1 | 1 | -12 | -15 | -1 | -1
C=CCOc1ccc(/C=N/NC(=O)CN(c2cc(Cl)ccc2OC)S(=O)(=O)c2ccc(C)c([N+](=O)[O-])c2)cc1 | 2 | -3 | 0 | -9 | -1 | -4 | -1 | -43 | 1 | -11
O=C1CCCN1CCCNc1nc2c(S(=O)(=O)c3ccc(Br)cc3)nnn2c2ccccc12 | 1 | . | 0 | 0 | 0 | 2 | 0 | 0 | 5 | 5
O=C(c1cc(COc2ccc(F)cc2Cl)on1)N1CCCC(OCc2cccnc2)C1 (stereo not drawn) | 20 | -3 | -1 | 2 | -2 | -10 | 18 | -39 | 0 | 20
C=CCn1cc(Cl)c(=O)n(CC=C)c1=O | -7 | -1 | 1 | 9 | 0 | 0 | -11 | 14 | -1 | -28
CCCc1cc(NCCCN2CCOCC2)n2c(nc3ccccc32)c1C#N | -4 | 0 | -2 | -1 | -1 | 4 | 7 | 17 | 12 | -25
COc1ccc(N2C(=O)c3ccccc3NC23CCCC3)cc1 | 29 | 0 | 1 | 4 | 19* | -5 | 45 | -90 | 6 | -46
COc1ccc(C2=NN(C(=O)CCC(=O)O)C(c3ccc(OC)cc3)C2)cc1 (stereo not drawn) | -7 | 4 | 0 | -7 | -2 | -8 | -1 | 12 | -3 | -8
COc1ccc(S(=O)(=O)N2CCCCCC2)cc1C(=O)N(C)Cc1ccc(F)cc1 | -7 | -1 | -1 | -13 | . | . | -7 | 10 | 13 | .
OC(COc1ccccc1)CN1CCN(c2ncccn2)CC1 (stereo not drawn) | -3 | 0 | -3 | 0 | 1 | -9 | 5 | -5 | 36 | -16
O=S(=O)(Nc1nc2ccccc2nc1NCCO)c1cccc(Cl)c1 | 0 | -4 | 3 | -9 | -2 | 6 | 19 | -7 | -4 | 5
COc1cc2ncnc(NCc3cccc(Cl)c3)c2cc1OC | -5 | -1 | 0 | -3 | 1 | 33* | -11 | 17 | 0 | 7
Cc1cc(C)c(S(=O)(=O)N/N=C/c2ccc([N+](=O)[O-])o2)c(C)c1 | 11 | -2 | 1 | 8 | 2 | -3 | 42 | -11 | -6 | -7
COCCN(Cc1ccccc1)C(=O)c1c(C)nn(-c2ccccc2)c1C | 2 | -3 | 5 | 10 | 4 | 1 | -4 | -20 | -1 | -6
COc1ccc(CNC(=O)COc2ccc(S(=O)(=O)N3CCOCC3)cc2C)cc1 | -2 | 0 | 3 | 9 | 2 | 1 | 5 | 1 | -2 | -11
COc1ccc(C)cc1NC(=O)CSc1nnc(CC(=O)Nc2ccccc2F)n1C | 2 | 4 | -1 | 3 | -2 | 0 | 8 | 1 | . | 13
CC(=O)NC(Cc1cccc(F)c1)C(=O)NC1CCN(c2ncccc2[N+](=O)[O-])CC1 (stereo not drawn) | 5 | -3 | 4 | -1 | 4 | -19 | 15 | -11 | 1 | -1
COc1ccc(NC(=O)CN2CC(c3ccccc3)CC2=O)cc1OC (stereo not drawn) | -4 | -1 | -7 | 10 | -5 | 2 | -9 | 11 | -1 | -12
NNC(=O)CNC(c1ccccc1)c1cc(Br)ccc1N (stereo not drawn) | 10 | -2 | 1 | -3 | 58* | -6 | 7 | 14 | -65 | -20
O=S(=O)(c1ccc(NC2CCCCC2)cc1)N1CCOCC1 | -7 | -23 | 2 | -1 | 2 | -2 | 3 | -9 | 2 | -1
O=C(Cn1cc(C(F)(F)F)cc(Cl)c1=O)NCc1ccccc1 | 9 | -1 | 3 | -29 | -6 | -7 | 19 | -113 | -3 | -45
O=C(Nc1ccc(C(=O)N2CCCCC2)cc1)C1=CSCCO1 | 5 | 1 | 0 | 2 | 8 | 10 | 23 | 21 | 3 | -87
Cc1ccccc1NS(=O)(=O)c1ccc(C)c(C(=O)N2CCOCC2)c1 | -17 | -2 | -4 | 2 | 3 | -2 | -24 | 5 | -1 | -13
CN(CC1COc2ccccc2O1)C(=S)Nc1ccccc1F (stereo not drawn) | 27 | 1 | 2 | 1 | -2 | 10 | 36 | -30 | 0 | -11
CC1CN(C(=O)c2cccc(S(=O)(=O)Nc3ccc(Cl)cc3)c2)CC(C)O1 (stereo not drawn) | 2 | -2 | -3 | -4 | -2 | -5 | 4 | 16 | -5 | 15
CCN(CC)C(=O)CSc1nnc(NC(=O)CCc2ccccc2)s1 | 1 | -2 | 2 | 15 | 0 | -13 | 4 | 17 | -6 | -15
Cc1ccc(C(=O)NNC(=O)c2cccc(S(=O)(=O)N3CCN(c4ccccc4)CC3)c2)cc1 | 5 | 0 | -2 | 0 | -2 | -10 | 15 | -5 | -2 | -26
N#CCSc1nc2[nH]ncc2c(=O)n1-c1ccccc1Br | . | 3 | -7 | -7 | 0 | -4 | . | . | 21 | -2
COc1ccc2cc(C3c4cc(OC)c(OC)cc4CCN3C(=O)c3ccco3)c(=O)[nH]c2c1 (stereo not drawn) | 9 | -2 | -1 | -2 | -1 | 1 | 9 | 19 | -1 | -5
CC12CN3CC(C)(CN(C1)C3c1ccc(Br)cc1)C2 (stereo not drawn) | 3 | 1 | 3 | 0 | 4 | 2 | 9 | -19 | 4 | 11
CSc1nc2c(c(=O)n1C)SC(C)C2 (stereo not drawn) | 0 | 1 | 0 | -4 | 0 | 3 | 3 | 0 | -4 | -23
CS(=O)(=O)Nc1cccc(S(=O)(=O)N2CCN(C(=O)c3ccccc3)CC2)c1 | 3 | -1 | 0 | 2 | 1 | 8 | 4 | 3 | 2 | -16
COC(=O)[C@@H](NC(=O)Nc1cccc(Br)c1)C(C)C | 0 | -2 | -5 | 0 | -5 | 6 | 13 | -5 | 4 | 15
NNC(=O)C1c2ccccc2Oc2ccccc21 | 0 | 2 | 3 | -1 | 1 | 3 | -3 | 2 | -1 | 7
CC(=O)N1CCC(O)(c2cccc(C(F)(F)F)c2)CC1 | -7 | 1 | -3 | -6 | -1 | -5 | -6 | 10 | 0 | -15
Cc1cccc2cc(-c3ccccc3)c(-c3ccccc3)c[n+]12 | 6 | 3 | 0 | 2 | -4 | 4 | 23 | 13 | 7 | 10
Cc1ccc(C(=O)CN2C(=O)C(=O)N(Cc3ccccc3)C2=O)cc1 | -4 | 1 | 0 | -4 | 0 | -3 | -11 | -2 | 3 | -13
COc1ccccc1NC(=O)CSc1nc2ccccc2c(=O)n1CCNC(C)=O | 2 | 2 | 1 | 0 | 0 | -2 | 6 | 19 | 1 | -32
O=C(NCc1ccccc1)C1CCCN1S(=O)(=O)c1ccc(Cl)cc1 (stereo not drawn) | 3 | -1 | 3 | -2 | 1 | 5 | 1 | -1 | . | -18
Cc1cccc(NS(=O)(=O)c2ccc(C3CCCCC3)cc2)n1 | -7 | -1 | 0 | -2 | 2 | 4 | -1 | -19 | -5 | -12
